# Source: PubChem
# Pf growth 48h = inhibits P. falciparum growth in the first generation, 48 h | P. falciparum luciferase growth in erythrocytes, 48 h | Potency, µM (top dose mostly 28.7 µM), for the others: top-dose activity change, negative = inhibition, actives largely listed as inhibitors | hit rate 5.9% among 310,000 | AID 504832
#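 Here the parasites carry a stable luciferase gene and grow inside erythrocytes in Albumax-based RPMI medium with compound for one erythrocytic cycle. Activity is scored as loss of luminescent signal.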
# Sm TGR block = blocks Schistosoma mansoni thioredoxin glutathione reductase. Potency, µM (highest dose often 114 µM), for the others: top-dose activity change, negative = inhibition, usual class: inhibitors. Q962Y6. hit rate 3% among 360,000. AID 485364. purified TGR, DTNB reduction, TNB absorbance 405 nm; further: nearly all actives have a fitted effect of over 60% in size
#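 First, TGR (20 nM dispensed) and NADPH were mixed with compound. Second, a 15 min room-temperature incubation followed. Third, further NADPH and then DTNB were added to start the reaction. Finally, TNB absorbance was monitored kinetically.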
# Pf growth 96h = inhibits malaria parasite growth, 96 h | P. falciparum luciferase reporter growth, 96 h | Potency, µM (top dose mostly 28.7 µM), inactives show at the top dose activity change, negative = inhibition, usual class: inhibitors | hit rate 6.9% among 320,000
#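 96 h incubation, 37 C, 5% CO2, of luciferase-reporter P. falciparum-infected RBCs (2% hematocrit, 0.05% parasitemia final) with test compounds; endpoint luminescence.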
# * marks the source's active call; other numbers are inactive results; ? = inconclusive; . = no result given. The call rests on the fitted dose curve; in most records, active means well fitted curve in the direction sought with a large enough effect; inconclusive means small, poorly fitted or top-dose-only effect, or another doubt; inactive means no such curve, though single readings can be large; an effect the other way counts as inactive or inconclusive. On the % scale 0 is the no-effect control and ±100 the full control effect; potency means the concentration at half of the fitted maximal effect. An excerpt; count on the stated rates, not on these rows.
SMILES,Pf growth 48h,Sm TGR block,Pf growth 96h
O=C(CN1CCN(S(=O)(=O)c2cc(Cl)ccc2Cl)CC1)Nc1cccc(F)c1,.,?,.
O=C(c1ccc(Br)cc1)N1CCC(c2nc3ccccc3s2)CC1,.,-1%,.
Cc1ccc(-c2c(C(=O)NCCc3ccc(Cl)cc3)oc(=O)c3ccccc23)cc1,.,0%,.
Cc1ccc(Sc2ccc(N3CCCC(C(=O)Nc4ccc(F)c(Cl)c4)C3)nn2)cc1 (stereo unspecified),.,8%,.
CC(=O)c1ccc(N2CCN(C(=O)c3ccc(Cn4c(=O)[nH]c5ccccc5c4=O)cc3)CC2)cc1,.,27%,.
CCN1c2ccccc2-c2nc(SCC(=O)Nc3ccc(C)c(Cl)c3)ncc2S1(=O)=O,.,19%,.
Cc1cc(NC(=O)CN(c2cccc(C)c2C)S(=O)(=O)c2ccccc2)ccc1Br,.,13%,.
CCOC(=O)c1sc2cccc(F)c2c1S(=O)(=O)Nc1ccccc1F,.,4%,.
CCOc1ccccc1NC(=O)Nc1nnc(N2CCCC(C)C2)s1 (stereo unspecified),.,-12%,.
COc1ccc(CNC(=O)C(C)n2ccc3cc(S(=O)(=O)N4CCCC4)ccc32)cc1OC (stereo unspecified),.,2%,.
CCCN(C(=O)c1coc(=O)c2ccccc12)c1ccccc1C,.,4%,.
CCOC(=O)c1ccc(N2C(=O)c3n[nH]c(-c4ccco4)c3C2c2ccccc2OC)cc1 (stereo unspecified),.,-3%,.
CCOc1cc(C(=O)NCC(c2ccc(N(C)C)cc2)N2CCOCC2)cc(OCC)c1OCC (stereo unspecified),.,7%,.
Cc1cc(F)ccc1NC(=O)C1CCCN(S(=O)(=O)c2ccc3c(c2)CCCC(=O)N3)C1 (stereo unspecified),.,-1%,.
COC(=O)CSc1ncc2c(n1)-c1ccccc1N(Cc1ccc(Cl)cc1)S2(=O)=O,.,3%,.
COc1ccc(-c2cc(C(=O)NCCc3ccccc3)c3c(-c4ccc(Cl)cc4)[nH]nc3n2)cc1,.,6%,.
COC(=O)c1ccccc1NC(=O)c1ccc(-c2nc(CSc3ccc(C)cc3)c(C)o2)cc1,.,-15%,.
CCOC(=O)c1c(C)[nH]c(C)c1S(=O)(=O)N1CCCC(C(=O)NCc2ccc(N(C)C)cc2)C1 (stereo unspecified),.,4%,.
Cn1cc(S(=O)(=O)N2CCCCC2)cc1C(=O)Nc1cccc(C#N)c1,.,0%,.
COc1ccc(Cn2c(CO)cnc2SCc2ccc(C)cc2)cc1,.,-2%,.
O=C(CSC1=Nc2ccccc2N=C(c2ccc(F)cc2)C1)Nc1cc(F)ccc1F,.,-2%,.
COc1ccc(-c2noc(CN3CCN(c4cccc(Cl)c4)CC3)n2)cc1,.,-1%,.
CC(C)(C)OC(=O)N1CCC(c2c(C(=O)N3CCN(c4ccc(Cl)cc4)CC3)cnn2-c2ccc(F)cc2F)CC1,.,-1%,.
COc1ccc(-c2c3c(nc4sc(C(=O)Nc5cccc(OC)c5)c(N)c24)CC(C)(C)CC3=O)cc1,.,6%,.
COc1ccc(S(=O)(=O)Nc2cccc(-c3ccc(N4CCCCCC4)nn3)c2)cc1,.,34%,.

# Reprinted at random: two compounds from above
SMILES,Pf growth 48h,Sm TGR block,Pf growth 96h
COc1ccc(S(=O)(=O)Nc2cccc(-c3ccc(N4CCCCCC4)nn3)c2)cc1,.,34%,.
CCOc1cc(C(=O)NCC(c2ccc(N(C)C)cc2)N2CCOCC2)cc(OCC)c1OCC (stereo unspecified),.,7%,.

# The listing picks up, repeating the 6 entries before the break.
SMILES,Pf growth 48h,Sm TGR block,Pf growth 96h
COc1ccc(Cn2c(CO)cnc2SCc2ccc(C)cc2)cc1,.,-2%,.
O=C(CSC1=Nc2ccccc2N=C(c2ccc(F)cc2)C1)Nc1cc(F)ccc1F,.,-2%,.
COc1ccc(-c2noc(CN3CCN(c4cccc(Cl)c4)CC3)n2)cc1,.,-1%,.
CC(C)(C)OC(=O)N1CCC(c2c(C(=O)N3CCN(c4ccc(Cl)cc4)CC3)cnn2-c2ccc(F)cc2F)CC1,.,-1%,.
COc1ccc(-c2c3c(nc4sc(C(=O)Nc5cccc(OC)c5)c(N)c24)CC(C)(C)CC3=O)cc1,.,6%,.
COc1ccc(S(=O)(=O)Nc2cccc(-c3ccc(N4CCCCCC4)nn3)c2)cc1,.,34%,.
O=C(O)c1cc(S(=O)(=O)N2CC=C(c3ccccc3)CC2)ccc1O,.,-21%,.
COc1cccc(CNC(=O)Cn2cc3c(n2)-c2c(oc(C(=O)N4CCCC4)c2C)CC3)c1OC,.,-8%,.
COC(=O)c1ccc(Cn2c(SCc3ccc(F)cc3)nc3ccncc32)cc1,.,-19%,.
CCCOc1ccc(C2c3c(oc4ccccc4c3=O)C(=O)N2c2nnc(C(C)C)s2)cc1 (stereo unspecified),.,-1%,.
CCOC(=O)c1c(C)[nH]c(C)c1S(=O)(=O)NCC(=O)N1CCN(c2cc(Cl)ccc2C)CC1,.,1%,.
CC1=C(C(=O)Nc2ccc(C)cc2C)C(c2sccc2C)n2ncnc2N1 (stereo unspecified),.,2%,.
COc1ccc(-c2noc(COc3ccc(Br)cc3C)n2)cc1OC,.,8%,.
Cc1ccc(C(=O)NCc2ccc(N(C)C)cc2)cc1NC(=O)c1nsc2ccccc12,.,-17%,.
Cc1ccc(Cl)cc1N1CCN(C(=O)c2cc3c(-c4ccccc4F)nn(C)c3s2)CC1,.,1%,.
CCCS(=O)(=O)N1CC(=O)N(c2ccccc2C)C(C)(C(=O)NC2CCCC2)C1 (stereo unspecified),.,2%,.
COc1cccc(-n2c(=O)c3c(C)c(C)sc3n(CC(=O)Nc3ccccc3OC)c2=O)c1,.,13%,.
CCOC(=O)c1c(NC(=O)/C=C/c2ccc(C)cc2)sc2c1CCCC2,.,3%,.
Cc1ccc(NC(=O)Cn2c(=O)n(Cc3nc(C)no3)c(=O)c3cc4c(cc32)OCO4)cc1,.,8%,.
CCN(CC)S(=O)(=O)c1ccc2c(c1)N(CC(=O)NCCc1ccccc1)C(=O)CO2,.,1%,.
COc1ccc(-c2nc3cc(NC(=O)CSc4ccc(C)cc4)ccc3o2)cc1,.,2%,.
CCOc1ccc(-c2nc(CNC(=O)Nc3ccccc3)c(C)o2)cc1,.,-1%,.
Cc1c(-c2ccc(Cl)cc2)c(=O)oc2c(CN3CCN(C)CC3)c(O)ccc12,.,3%,.
CC(C)COc1ccc(C(=O)Nc2nnc(S(=O)(=O)N(C)Cc3ccco3)s2)cc1,.,1%,.
Cc1c(CCNC(=O)c2c(F)cccc2F)sc2nc(-c3ccc(F)cc3)nn12,.,1%,.
CCc1ccc(-c2nc3c(c(SCc4ccccc4)n2)Cc2c(CO)cnc(C)c2O3)cc1,.,-6%,.
CC(C)Cn1nc(NC(=O)c2cccc(Cl)c2)c2cc3ccccc3nc21,.,10%,.
Oc1c(C(c2ccccc2)N2CCOCC2)sc2nc(-c3ccco3)nn12 (stereo unspecified),.,8%,.
COC(=O)CN1C(=O)CSc2ccc(S(=O)(=O)Nc3cccc(Br)c3)cc21,.,0%,.
COc1cccc(N2CCN(c3ccc4nnc(CCC(=O)O)n4n3)CC2)c1,.,0%,.
O=C(Nc1ccc2c(c1)N(C1CCCC1)C(=O)c1ccccc1S2)c1ccccc1,.,7%,.

# Remaining list, next part.
SMILES,Pf growth 48h,Sm TGR block,Pf growth 96h
COc1ccc(-c2c3c(nc4sc(C(=O)Nc5ccc(F)cc5)c(N)c24)CC(C)(C)CC3=O)cc1,.,-2%,.
Cc1ccc(S(=O)(=O)Nc2cc3c(C(=O)OCc4ccccc4)c(C)oc3c3ccccc23)cc1,.,-20%,.
Cc1cccc(C)c1NC(=O)Cn1cc(C(=O)c2ccco2)c2ccccc21,.,-9%,.
Cc1ccc(C)c(Cn2cc(CCC(=O)NC3CCCCC3)c3ccccc32)c1,.,3%,.
Cc1ccc(C)c(-n2nnc(C(=O)Nc3ccc(Br)cc3)c2C)c1,.,6%,.
COc1ccc(CC(=O)NCC(c2cccs2)S(=O)(=O)c2ccc(F)cc2)cc1 (stereo unspecified),.,?,.
COc1ccc(CNC(=O)CCc2c(C)nc3cc(-c4ccc(OC)cc4OC)nn3c2C)cc1,.,-4%,.
Cc1cc(C)cc(C(=O)Nc2cc(C(F)(F)F)ccc2N2CCN(c3ccccc3)CC2)c1,.,2%,.
COc1ccccc1CNC(=O)CN1C(=O)CCn2nc(-c3ccccc3)cc21,.,4%,.
Cc1ccc(-c2nnc3ccccc3c2C(=O)Nc2cccc(Cl)c2)cc1,.,4%,.
COc1cccc(CNC(=O)c2cccc(N3CCCS3(=O)=O)c2)c1,.,8%,.
COc1ccc(C2C=C(c3ccccc3)Nc3nc(NS(=O)(=O)c4ccccc4)nn32)cc1 (stereo unspecified),.,-2%,.
CCOC(=O)N[C@H](Cc1c[nH]c2ccccc12)C(=O)Nc1cccc(Cl)c1,.,1%,.
CCOc1ccc(NC(=O)/C(C#N)=C\c2ccc(-c3ccc(Cl)cc3)o2)cc1,.,-4%,.
COc1ccc(-c2nc(S(=O)(=O)c3ccc(C)cc3)c(N3CCCCC3)o2)cc1,.,10µM*,.
COc1ccccc1NC(=O)C1CCN(c2cnccn2)CC1,.,1%,.
Cc1ccc(C)c(N2CCN(CCCNC(=O)c3ccc4nc(C(C)C)oc4c3)CC2)c1,.,-1%,.
Cc1cc(C)n(-c2nc3ccccc3nc2Nc2ccc(N(C)C)cc2)n1,.,3%,.
COc1ccc(CCNC(=O)c2c(Nc3ccccc3C)sc(C(=O)c3ccccc3)c2N)cc1OC,.,0%,.
Cc1ccc(OCC(=O)Nc2nnc(SCc3cc(=O)n4cc(C)ccc4n3)s2)cc1,.,2%,.
Cc1cc(Nc2cccc(Cl)c2)nc2ccc(NC(=O)Cc3cccc(C(F)(F)F)c3)cc12,.,2%,.
Clc1ccc(-c2noc3ncnc(NC4CCCCC4)c23)cc1,.,1%,.
COc1ccc(OC)c(NC(=O)N2CCC(N3CCN(Cc4ccc(F)cc4)C(=O)C3=O)CC2)c1,.,0%,.
Cc1ccc2c(Sc3ccc(Cl)cc3)c(C(=O)N3CCCCC3)[nH]c2c1,.,0%,.
CC(=O)C1=C(c2ccccc2)N(C(C)=O)n2c(nnc2C2CCCCC2)S1,.,5%,.

# Continuation:
SMILES,Pf growth 48h,Sm TGR block,Pf growth 96h
CCc1ccc(NC(=O)CC2C(=O)N(c3ccc(C)cc3)C(=O)N2C2CCCC2)cc1 (stereo unspecified),.,2%,.
Cc1cccc(C(=O)NCC(c2ccco2)S(=O)(=O)c2cccs2)c1 (stereo unspecified),.,7.1µM*,.
COc1ccc(Br)cc1CNC(=O)c1ccc2c(c1)nc1n2CCC(C)C1 (stereo unspecified),.,2%,.
O=C(CSc1nc(Nc2ccc(F)c(F)c2)c2ccccc2n1)c1ccc(Cl)cc1,.,-1%,.
CCCCNC(=O)CCn1c(=O)c2ccccc2n(Cc2cccc(Cl)c2)c1=O,.,7%,.
COc1ccccc1CNC(=O)CCC1N=C2c3ccccc3N=C(SCc3ccc(Cl)cc3)N2C1=O (stereo unspecified),.,5%,.
COCCCNC(=O)CSc1nc(-c2ccccc2)[nH]c1-c1ccc(C)cc1,.,-2%,.
O=C(Nc1ccc(F)cc1F)c1cc(-c2ccc(Cl)cc2)on1,.,-4%,.
COc1ccc(-c2noc(CSc3nnc(-c4ccncc4)n3-c3ccc(C)cc3)n2)cc1,.,-2%,.
Cc1ccc2c(Br)cc(Br)c(O)c2n1,12µM*,.,6.7µM*
NC(C(=O)O)C(O)c1ccc(O)c(O)c1 (stereo unspecified),?,.,?
O=c1[nH]c(=O)n(Cl)c(=O)n1Cl,-3%,.,-5%
NCC1CCC(C(=O)Oc2ccc(CCC(=O)O)cc2)CC1 (stereo unspecified),-16%,.,-3%
CCOC(C)OCC,-16%,.,-10%
Cc1ccc(/C=C2/C(=O)C3(C)CCC2C3(C)C)cc1 (stereo unspecified),-9%,.,21%
Cc1cc2nc3c(=O)[nH]c(=O)nc-3n(C[C@H](O)[C@H](O)[C@H](O)COP(=O)(O)OP(=O)(O)OC[C@H]3O[C@@H](n4cnc5c(N)ncnc54)[C@H](O)[C@@H]3O)c2cc1C,?,.,?
COc1cc(C(=O)N2CCCCCCC2)cc(OC)c1OC,-5%,.,16%
OCCCNc1ccccc1,-5%,.,5%
CO[C@H]1/C=C/O[C@@]2(C)Oc3c(C)c(O)c4c(O)c(c(/C=N\N5CCN(C6CCCC6)CC5)c(O)c4c3C2=O)NC(=O)/C(C)=C\C=C\[C@H](C)[C@H](O)[C@@H](C)[C@@H](O)[C@@H](C)[C@H](OC(C)=O)[C@@H]1C,-98%,.,-7%
C[C@H]1[C@@H](OC(=O)CCC(=O)O)OC2OC3(C)CC[C@H]4[C@H](C)CC[C@@H]1[C@@]24OO3 (stereo partly specified),0.0019µM*,.,0.0013µM*
COc1nc(N)nc2c1ncn2[C@@H]1O[C@H](CO)[C@@H](O)[C@@H]1O,-13%,.,?
Cc1cc(C)c(NC(=O)CN(CC(=O)O)CC(=O)O)c(C)c1Br,-23%,.,3.4µM*
OCc1ccccc1,5.4µM*,.,6µM*
COc1ccc(Cc2cnc(N)nc2N)cc1OC,2.4µM*,.,3.8µM*
Nc1ccc(S(=O)(=O)Nc2ccccc2)cc1,-8%,.,-1%
